SRC3 inh = inhibits human SRC3 coactivator | HEK293 GAL4-SRC3 luciferase reporter, luminescence | inhibition, % at 3.6 µM | actives 0.17% (n = 360,000) | AID 588352;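 active = inhibition above a per-campaign cutoff, the mean of all compounds plus 3 SD, cut at about 60% in these data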;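 also: 0% = DMSO-treated cells and 100% = gossypol-treated cells at 36 µM; higher means less SRC3-driven luciferase light from the GAL4 reporter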
EBV LMP1 NFkB = reduces LMP1-driven NF-kappaB luciferase signal | inhibition, % at 12.5 µM | LMP1-induced NF-kappaB luciferase reporter cells, luminescence | AID 504558 | actives 0.69% (n = 350,000); in the data active = inhibition above about 41%;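 also: 0% = neutral control wells and 100% = reference inhibitor control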
NR2F2 inh = NR2F2 (human) inhibition, primary screen | AID 686940 | P24468 | HEK293T NGFI-A luciferase reporter, luminescence | actives 0.7% (n = 370,000) | inhibition, % at 8.6 µM;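 active = inhibition above a per-plate cutoff, mean inhibition of test wells between control levels plus 3 SD, cut at about 38% in these data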;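 also: cells cotransfected with COUP-TFII expression vector driving the NGFI-A reporter; 0% = median of COUP-TF2 test wells and 100% = reporter-only cells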
Target sequence (P24468 whole entry, looked up): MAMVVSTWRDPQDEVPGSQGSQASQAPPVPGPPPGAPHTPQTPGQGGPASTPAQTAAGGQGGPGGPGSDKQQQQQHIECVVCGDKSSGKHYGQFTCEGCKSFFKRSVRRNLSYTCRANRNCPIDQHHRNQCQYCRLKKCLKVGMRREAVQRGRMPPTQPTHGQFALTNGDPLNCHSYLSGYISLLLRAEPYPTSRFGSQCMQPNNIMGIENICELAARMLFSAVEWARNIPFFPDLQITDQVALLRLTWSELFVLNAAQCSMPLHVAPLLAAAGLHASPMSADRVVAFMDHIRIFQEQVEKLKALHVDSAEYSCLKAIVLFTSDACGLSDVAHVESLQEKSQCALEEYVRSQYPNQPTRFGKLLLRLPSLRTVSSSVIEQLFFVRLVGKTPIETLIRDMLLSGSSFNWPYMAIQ
SRC1 inh = human NCOA1 inhibition; HEK293 GAL4-SRC1 luciferase reporter, luminescence; actives 0.12% (n = 360,000); inhibition, % at 3.6 µM; AID 588354;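 active = inhibition above the campaign mean plus 3 SD, with each screening campaign given its own cutoff, cut at about 60% in these data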;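 also: 0% = DMSO treated cells and 100% = gossypol at 36 µM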
KKLEB tox = counter-screen for CF NF-kB inhibitors: cytotoxicity | KKLEB CF airway cells viability, ATPlite luminescence, overnight; stronger effect = lower value; cells stimulated with P. aeruginosa culture filtrate | activity change (cytotoxicity), % at 5 µM | actives 0.36% (n = 360,000) | AID 602141;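 active = corrected activity change at or below -50% at 5 µM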
CF NFkB inh = inhibitors of cystic fibrosis induced NF-kB; inhibition, % at 5 µM; actives 0.86% (n = 360,000); KKLEB NF-kB-GFP reporter, PAF-induced, GFP fluorescence overnight; AID 588850;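 active = at least 50% inhibition at 5 µM, scaled per plate between neutral and stimulator controls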;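 also: PAF is a Pseudomonas aeruginosa culture filtrate used as stimulus; plate controls were PAF-stimulated DMSO wells for no effect and unstimulated DMSO wells for full effect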
NR5A2 inv ag = suppresses constitutive activity of human LRH-1; O00482; inhibition, % at 3.6 µM; AID 602396; actives 0.13% (n = 360,000); HEK293T StAR-luciferase reporter, LRH-1 transfected, 24 h;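 active = inhibition above the mean inhibition of all tested compounds plus 3 SD, cut at about 73% in these data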;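 also: 0% = DMSO wells and 100% = reporter-only cells lacking LRH-1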
Target sequence (O00482 whole entry, looked up): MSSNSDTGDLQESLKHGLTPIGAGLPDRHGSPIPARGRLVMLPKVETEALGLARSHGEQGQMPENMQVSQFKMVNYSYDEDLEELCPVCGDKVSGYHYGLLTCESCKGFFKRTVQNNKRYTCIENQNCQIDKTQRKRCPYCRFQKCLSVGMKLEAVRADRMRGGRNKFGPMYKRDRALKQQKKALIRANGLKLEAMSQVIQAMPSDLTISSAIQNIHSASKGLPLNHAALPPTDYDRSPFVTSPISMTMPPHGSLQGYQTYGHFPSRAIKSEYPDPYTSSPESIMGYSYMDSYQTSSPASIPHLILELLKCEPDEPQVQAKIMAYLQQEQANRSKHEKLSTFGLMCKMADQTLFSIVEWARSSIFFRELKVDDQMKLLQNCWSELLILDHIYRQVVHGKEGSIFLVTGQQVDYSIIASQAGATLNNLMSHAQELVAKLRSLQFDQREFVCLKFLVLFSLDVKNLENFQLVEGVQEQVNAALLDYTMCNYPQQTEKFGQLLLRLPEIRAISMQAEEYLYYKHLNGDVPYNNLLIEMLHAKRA
TWEAK-Fn14 inh = TWEAK-Fn14 signaling inhibition; actives 2% (n = 360,000); inhibition, % at 10 µM; TWEAK-stimulated Fn14 reporter cells, luciferase luminescence, 8 h; in the data active = inhibition above about 50%
NCOA2 inhibitor = human SRC2 (NCOA2) inhibition; HEK293 GAL4-SRC2 luciferase reporter, luminescence; inhibition, % at 9 µM; actives 0.17% (n = 370,000);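 active = inhibition above the mean inhibition of all tested compounds plus 3 SD, set per campaign, cut at about 52% in these data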;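 also: 0% = DMSO treated cells and 100% = cells given Gossypol at 36 µM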
TRAIL sens C8 = sensitizes caspase-8 expressing cells to TRAIL; NB7+C8 cells + TRAIL, ATPlite viability luminescence; inhibition (viability loss, TRAIL sensitization), % at 10 µM; actives 1% (n = 360,000); AID 624354;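 active = compounds causing at least 50% loss of cell viability in the single-dose screen, relative to plate controls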
TROY signal inh = TROY signaling inhibition; inhibition, % at 10 µM; Q293 LMP1-TROYcd NF-kB luciferase reporter, 4 h; actives 0.98% (n = 360,000); AID 1347056;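 active = compounds whose plate-normalised and pattern-corrected inhibition of the luciferase reporter signal at the single screening dose is 50% or more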
Active calls of the source: *; . = no result given.

SMILES	SRC3 inh	EBV LMP1 NFkB	NR2F2 inh	SRC1 inh	KKLEB tox	CF NFkB inh	NR5A2 inv ag	TWEAK-Fn14 inh	NCOA2 inhibitor	TRAIL sens C8	TROY signal inh
O=C(OCc1nc2ccccc2[nH]1)C1CCCCC1	22	-9	21	-20	3	-4	-11	-5	-9	-4	-21
c1cncc(-c2nnc(-c3cccs3)o2)c1	-10	-2	-20	-44	-1	9	-38	9	-34	2	-54
CCCCNC(=O)C(=O)NCCCn1ccnc1	19	9	3	0	3	-1	8	1	-6	0	0
O=C(C=C1NCCN1)c1ccccc1	-25	.	18	-7	-9	12	-5	11	-28	-9	11
NS(=O)(=O)c1ccc(NC(=S)NC(=O)c2ccc(Br)o2)cc1	-8	-1	-7	-1	8	12	-6	-7	-27	-3	9
O=C(CCCCCCN1C(=O)c2ccccc2C1=O)NC1CCCCC1	-4	8	-24	-9	-3	-14	11	27	-8	1	-10
CC1CN(C)C(C)c2c1oc1ccc([N+](=O)[O-])cc21 (stereo unspecified)	16	5	21	-1	5	-5	-26	-4	-10	1	6
CC(C)C(C)NC(=O)COc1ncnc2sccc12 (stereo unspecified)	6	-1	-15	-5	2	-16	-3	5	-10	-2	4
CCOC(Cn1c(SCC(=O)Nc2cc(C)on2)nc2ccccc2c1=O)OCC	-26	14	6	-12	-7	7	-6	-4	14	22	-6
COc1ccc(OC)c(CNC(=O)CCc2nc(-c3cccs3)no2)c1	-16	-4	9	0	6	-3	-8	16	-5	-25	-18
O=C(N/N=C\c1cc([N+](=O)[O-])ccc1N1CCCC1)c1ccccn1	-22	-3	4	-31	16	9	-40	-7	-18	-1	-56
Cc1cc(C)cc(SCc2noc(C(=O)NCCCN3CCOCC3)c2C(=O)NCCCN2CCOCC2)c1	18	-9	5	-24	-11	-7	13	-10	-7	1	-9
O=[N+]([O-])c1ccccc1CN1CCN(c2ncccn2)CC1	3	11	-3	1	-12	8	-5	-9	15	7	-6
O=C(COC(=O)CCc1c[nH]c2ccccc12)NCc1ccc2c(c1)OCO2	2	-4	10	-7	-2	9	4	-15	9	-7	-18
O=C(CCc1nc2ccccc2[nH]1)Nc1ccccc1F	-13	2	-2	6	11	-17	-32	3	18	18	-2

Some of these compounds in order of their number in NCOA2 inhibitor, lowest first:
compound	NCOA2 inhibitor
c1cncc(-c2nnc(-c3cccs3)o2)c1	-34
O=C(C=C1NCCN1)c1ccccc1	-28
CC1CN(C)C(C)c2c1oc1ccc([N+](=O)[O-])cc21 (stereo unspecified)	-10
O=C(OCc1nc2ccccc2[nH]1)C1CCCCC1	-9
COc1ccc(OC)c(CNC(=O)CCc2nc(-c3cccs3)no2)c1	-5

Following part:
SMILES	SRC3 inh	EBV LMP1 NFkB	NR2F2 inh	SRC1 inh	KKLEB tox	CF NFkB inh	NR5A2 inv ag	TWEAK-Fn14 inh	NCOA2 inhibitor	TRAIL sens C8	TROY signal inh
Cc1cnc(C(=O)OCC(=O)NCc2ccccc2)cn1	-1	-15	-12	-15	4	21	-20	-7	-7	-2	5
Cc1cc2nc(CN(C)C(=O)C3CCC(=O)N(C4CCCC4)C3)[nH]c2cc1C (stereo unspecified)	8	2	-3	11	-14	17	-7	10	-14	-16	-7
CCn1c(SCC(=O)N2CCOCC2)nnc1C(C)NC(=O)c1ccccc1 (stereo unspecified)	14	1	2	-7	10	-17	-21	0	7	-13	11
COc1ccc(CNC(=O)C(=O)NCc2cccnc2)cc1	-2	-6	-10	-2	4	-4	-14	2	10	-1	-1
CCOC(=O)C1=C(C)N(C)C(=S)NC1c1ccccc1 (stereo unspecified)	15	-17	21	-14	2	-4	-6	9	26	11	-9
N#C/C(=C/c1cn[nH]c1-c1ccc(Br)cc1)C(=O)O	-14	3	0	-6	7	5	8	-15	-9	3	-17
Cc1ccc(NC(=O)c2ccccc2NC(=O)c2cccnc2)cc1	18	4	25	8	-6	10	3	16	8	5	10
Cc1ccc(NC(=O)CSCC(=O)N(C)CC(=O)Nc2cccc(F)c2)cc1	-7	0	-13	5	-11	11	-2	3	-5	22	-31
CCCOc1ccc(/C=N/NC(=O)CSc2ccccn2)cc1OC	-22	-3	-12	-34	-1	-7	-31	-19	-26	20	-64
Cc1cc(C)nc(N(C#N)Cc2ccc(Br)cc2)n1	-3	3	9	-2	15	-6	-3	-11	-3	-10	-3
COC(=O)c1c(NC(=O)c2ccccc2)sc2c1CC(C)(C)NC2(C)C	-24	-3	-7	-1	-15	13	-31	-6	1	13	-14
CN(C)S(=O)(=O)N1CCc2ccccc21	15	-3	-8	12	2	-7	20	10	-5	-1	-8
CCN(CC)C(=O)CN(c1cc2c(cc1OC)oc1ccccc12)S(=O)(=O)c1ccccc1	25	-1	-2	-5	-1	5	11	-10	1	0	-6
O=C(Nc1ccccc1C(=O)O)c1cc(S(=O)(=O)N2CCOCC2)cs1	18	2	8	-7	6	0	11	-12	-36	-8	-5
COc1cc(C(=O)N2CCN(C/C=C/c3ccccc3)CC2)cc(OC)c1C	-6	-3	18	4	2	3	1	4	21	-10	8

Record cards (already shown).
O=C(Nc1ccccc1C(=O)O)c1cc(S(=O)(=O)N2CCOCC2)cs1 as listed: SRC3 inh = 18; EBV LMP1 NFkB = 2; NR2F2 inh = 8; SRC1 inh = -7; KKLEB tox = 6; CF NFkB inh = 0; NR5A2 inv ag = 11; TWEAK-Fn14 inh = -12; NCOA2 inhibitor = -36; TRAIL sens C8 = -8; TROY signal inh = -5
COC(=O)c1c(NC(=O)c2ccccc2)sc2c1CC(C)(C)NC2(C)C as listed: SRC3 inh = -24; EBV LMP1 NFkB = -3; NR2F2 inh = -7; SRC1 inh = -1; KKLEB tox = -15; CF NFkB inh = 13; NR5A2 inv ag = -31; TWEAK-Fn14 inh = -6; NCOA2 inhibitor = 1; TRAIL sens C8 = 13; TROY signal inh = -14
COc1cc(C(=O)N2CCN(C/C=C/c3ccccc3)CC2)cc(OC)c1C as listed: SRC3 inh = -6; EBV LMP1 NFkB = -3; NR2F2 inh = 18; SRC1 inh = 4; KKLEB tox = 2; CF NFkB inh = 3; NR5A2 inv ag = 1; TWEAK-Fn14 inh = 4; NCOA2 inhibitor = 21; TRAIL sens C8 = -10; TROY signal inh = 8

Rewritten with values under each structure: part of the list above
Values in the order – SRC3 inh	EBV LMP1 NFkB	NR2F2 inh	SRC1 inh	KKLEB tox	CF NFkB inh	NR5A2 inv ag	TWEAK-Fn14 inh	NCOA2 inhibitor	TRAIL sens C8	TROY signal inh
> O=[N+]([O-])c1ccccc1CN1CCN(c2ncccn2)CC1
→ 3	11	-3	1	-12	8	-5	-9	15	7	-6
> O=C(COC(=O)CCc1c[nH]c2ccccc12)NCc1ccc2c(c1)OCO2
→ 2	-4	10	-7	-2	9	4	-15	9	-7	-18

The results go on.
SMILES	SRC3 inh	EBV LMP1 NFkB	NR2F2 inh	SRC1 inh	KKLEB tox	CF NFkB inh	NR5A2 inv ag	TWEAK-Fn14 inh	NCOA2 inhibitor	TRAIL sens C8	TROY signal inh
O=C1N/C(=N/N=C/c2ccc(F)cc2)SC1c1ccccc1 (stereo unspecified)	-2	.	14	-2	12	-4	2	-21	-20	2	-38
CCN1CCN(C(c2cccs2)C(C)NS(=O)(=O)c2ccc(F)cc2)CC1 (stereo unspecified)	4	1	0	-5	3	16	10	4	11	-5	-2
COc1ccccc1C(=O)Nc1ccc2c(c1)CN(Cc1cnc(C)s1)CC2	0	1	-2	2	10	-3	-11	-28	12	4	-17
CCOC(=O)C1=CCC(c2ccccc2C)N(S(=O)(=O)c2ccc(C)cc2)C1 (stereo unspecified)	22	.	-5	-1	0	8	3	-3	-16	12	9
O=C(CSCCO)Nc1nccs1	-72	3	-2	-8	-1	6	-13	-4	10	11	-3
CCOC(=O)c1c(C)nc(C)c(C(=O)OCC)c1-c1ccccc1	13	-2	.	0	-13	4	2	-8	.	-17	-3
Cc1ccc(C(=O)NC2CCN(C(=O)NC3CCCCC3)CC2)cc1	-21	3	-2	-1	0	3	3	-3	7	16	5
C=C(C)C(C)(C#CCN1CCCC1)OC(C)=O (stereo unspecified)	13	2	11	-4	3	-5	6	3	0	-15	0
COc1ccc(N=C(c2ccccc2)c2c(C)[nH]n(-c3ccccc3)c2=O)c(OC)c1	24	8	7	-19	25	-3	-1	-7	-4	13	12
CN(C(=O)c1ccccc1F)C(c1ccccc1)c1ccccc1	2	-7	5	-2	-8	2	-4	20	21	2	-13
Cc1ccc(-c2csc(N(Cc3ccccc3)C(=O)COc3ccccc3)n2)cc1	5	-15	-10	-11	0	5	-24	-1	15	-3	-8
Cc1ccc(C(=O)N2CCN(C)CC2)cc1S(=O)(=O)N1CCCCC1	5	4	4	1	-12	1	21	4	11	6	10
CCN(CC(=O)Nc1c(F)cccc1F)C(=O)c1ccc2ncsc2c1	3	2	15	-5	19	-7	-11	5	-7	0	-6
COC(=O)c1ccc(S(=O)(=O)NCc2ccccn2)n1C	26	1	10	16	-5	17	9	16	7	-11	-21
Cc1ccc(Cl)cc1NC(=O)NCc1ccccn1	-1	5	25	-5	-13	13	8	-6	-19	-19	-33
COc1cccc2cc(C(=O)CC3(O)C(=O)N(Cc4ccccc4)c4ccccc43)c(=O)oc12 (stereo unspecified)	-3	5	5	-15	9	-10	10	4	-2	1	4
CCC(CC)NCC(O)COc1ccc(Br)cc1 (stereo unspecified)	19	-1	-3	5	-2	-4	-2	-7	15	4	11
CN(c1ccccc1)S(=O)(=O)c1ccc(C(=O)Nc2nnc(-c3ccco3)o2)cc1	24	33	-8	-40	-4	-17	14	11	-32	11	18
O=C1CN(c2nc(-c3ccccc3)c3ccccc3n2)c2ccccc2N1	17	9	-8	6	23	-23	4	4	1	-1	0
CCc1c(C(=O)NC2CCCc3ccccc32)[nH]c(C)c1C(C)=O (stereo unspecified)	-103	7	-46	-55	-10	-28	-36	-38	-24	4	11
CCC(=O)Nc1cc(Cl)ccc1N1CCN(C(=O)CC)CC1	4	14	15	0	2	8	-17	-1	7	16	9
Cc1cc(C)cc(NC(=O)NC2CCN(CC(=O)Nc3cccc(Cl)c3C)CC2)c1	4	-2	-1	-1	-17	-2	-1	-9	3	9	27
C[C@@H](c1ccccc1)N1C[C@@H](COCc2ccccc2)Oc2cc(N3CC[C@@H](N(C)C)C3)ccc2S1(=O)=O	.	.	-1	.	.	.	-3	-6	-21	34	-18
S=C(Nc1ccc(Cl)cc1Cl)NC1CCCCC1	-74	-20	-31	-59	-3	23	-114	-21	-42	6	-43
COc1ccc2c(-c3ccccc3)cc(=O)[nH]c2c1	-1	10	-9	7	6	7	22	11	2	5	3
CCCC[C@H]1COCCS(=O)(=O)N1Cc1ccc(C)cc1	2	-2	-1	4	7	9	6	19	30	7	-41

2 of the compounds above, with values under each structure.
Every second line gives: SRC3 inh, EBV LMP1 NFkB, NR2F2 inh, SRC1 inh, KKLEB tox, CF NFkB inh, NR5A2 inv ag, TWEAK-Fn14 inh, NCOA2 inhibitor, TRAIL sens C8, TROY signal inh
CN(c1ccccc1)S(=O)(=O)c1ccc(C(=O)Nc2nnc(-c3ccco3)o2)cc1
 : 24, 33, -8, -40, -4, -17, 14, 11, -32, 11, 18
O=C1CN(c2nc(-c3ccccc3)c3ccccc3n2)c2ccccc2N1
 : 17, 9, -8, 6, 23, -23, 4, 4, 1, -1, 0
